# Source: PubChem (several laboratories)
# MOR-DOR ag: OPRM1-OPRD1 heterodimerization agonism; P35372+P41143; cells, luminescence; activation, % at 9.3 µM; 340,000 tested, 0.3% active; AID 504326; in the data active means activation above about 18%;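 further: 0% = vehicle-treated cells and 100% = reference agonist; values of inactives mirror those of a sister screen read the other way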
# phage Ecoli inh: E. coli growth loss with phage present. 360,000 tested, 0.26% active. growth absorbance. inhibition, % at 11.9 µM. AID 651602; in the data active means inhibition above about 11%
# AddAB inh: less growth of phage-infected E. coli with AddAB; E. coli expressing H. pylori AddAB, absorbance growth; 330,000 tested, 0.29% active; inhibition, % at 11.9 µM; in the data active means inhibition above about 12%;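 further: 0% = vehicle wells of infected cells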
# PfHsp90 yeast 2: inhibits growth of yeast expressing Plasmodium falciparum Hsp90; S. cerevisiae expressing PfHsp90, BacTiter-Glo ATP, 48 h; yeast lacking PDR1 and PDR3 efflux regulators; inhibition, % at 9.4 µM; 310,000 tested, 0.32% active; AID 504621;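 active means every replicate shows inhibition above about 80%, whatever the replicate mean, limit read from the data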;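 further: 0% = DMSO neutral controls and 100% = 20 µM radicicol positive controls; yeast relying on Plasmodium falciparum Hsp90 in place of its own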
# Mot1-301 SUMO: inhibitors of SUMOylation pathway: yeast Mot1-301 growth rescue; S. cerevisiae Mot1-301 growth rescue, ATP luminescence, 38.5C; percent above DMSO median, 100 means doubled; growth rescue, % at 18.8 µM; 320,000 tested, 1% active;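 active means every valid replicate shows activation above 250% relative to neutral control wells; inactive means the rest, any valid replicate at or below 250%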;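 further: OY570 slx delta 5 strain wells were the positive control but not used for scaling; some compounds called inactive have numbers as strong as hits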
# Pemphigus Ab inh: inhibitors of pemphigus antibody binding to human desmoglein-3. P32926. DSG3-coupled beads, scFv-anti-DSG3-GFP binding, flow cytometry; hits give low values. binding (percent of control), % at 10 µM. 310,000 tested, 0.48% active. AID 588358;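 active means binding more than 3 SD below its plate's average and above zero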;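 further: hits lower antibody fragment binding to DSG3; some compounds called inactive have numbers as strong as hits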
# Target sequence (P32926 whole entry, looked up, the tested form may be a part): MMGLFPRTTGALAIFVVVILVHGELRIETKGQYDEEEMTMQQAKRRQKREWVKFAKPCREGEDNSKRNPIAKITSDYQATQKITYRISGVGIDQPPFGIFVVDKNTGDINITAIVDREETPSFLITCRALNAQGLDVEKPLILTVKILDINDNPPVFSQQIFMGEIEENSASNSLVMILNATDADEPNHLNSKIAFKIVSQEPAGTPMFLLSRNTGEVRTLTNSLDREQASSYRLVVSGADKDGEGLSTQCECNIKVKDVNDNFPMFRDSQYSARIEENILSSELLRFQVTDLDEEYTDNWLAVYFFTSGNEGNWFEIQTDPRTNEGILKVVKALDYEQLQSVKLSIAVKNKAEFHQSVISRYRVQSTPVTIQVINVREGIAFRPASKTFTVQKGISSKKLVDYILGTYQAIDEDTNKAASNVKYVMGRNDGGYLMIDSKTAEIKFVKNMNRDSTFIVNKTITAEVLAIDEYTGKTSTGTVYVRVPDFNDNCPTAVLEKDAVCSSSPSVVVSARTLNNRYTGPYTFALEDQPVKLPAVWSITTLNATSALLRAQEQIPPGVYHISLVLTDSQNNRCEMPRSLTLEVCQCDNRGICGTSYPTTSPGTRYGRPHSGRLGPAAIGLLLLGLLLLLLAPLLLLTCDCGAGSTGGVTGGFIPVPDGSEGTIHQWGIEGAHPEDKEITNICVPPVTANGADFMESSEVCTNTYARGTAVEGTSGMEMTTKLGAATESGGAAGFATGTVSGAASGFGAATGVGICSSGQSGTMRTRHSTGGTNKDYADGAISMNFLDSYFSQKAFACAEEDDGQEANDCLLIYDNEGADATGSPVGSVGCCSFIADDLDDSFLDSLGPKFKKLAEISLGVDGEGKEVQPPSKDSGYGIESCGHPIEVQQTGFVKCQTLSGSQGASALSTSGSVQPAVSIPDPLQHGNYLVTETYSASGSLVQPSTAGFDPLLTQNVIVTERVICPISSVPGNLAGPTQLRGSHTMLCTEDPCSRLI
# Tat transport: blocks Tat-dependent protein export in E. coli; E. coli MC4100 TorA-mCherry Tat export, fluorescence; inhibition, % at 10 µM; 340,000 tested, 0.036% active;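 active means mean replicate inhibition at least 50% and at least half of replicates individually reaching 50%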;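 further: exported cargo escapes ClpAP degradation while cytoplasmic cargo is degraded and loses fluorescence; 0% = median of neutral control wells and 100% = median of NaSCN control wells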
# E coli growth: counter-screen for AddAB inhibitors: E. coli growth inhibition; E. coli V3065 growth, OD600 absorbance, 18 h; inhibition, % at 11.9 µM; 330,000 tested, 0.27% active;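 active means inhibition above the campaign's mean inhibition across all tested compounds plus 3 SD, cut at about 9.9% in these data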;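 further: uninfected addAB+ strain grown without phage in ampicillin broth; 0% = DMSO wells and 100% = ciprofloxacin 0.95 µg/ml wells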
# OPRM1-OPRD1 inv: mu-delta opioid heterodimer inverse agonism; inhibition, % at 9.3 µM; cell-based MOR-DOR heterodimer luminescence; 340,000 tested, 0.21% active; P35372+P41143; in the data active means inhibition above about 22%, passing the limit was not always enough;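 further: 0% = cells with DMSO and 100% = wells without cells with DMSO; values of inactives mirror those of a sister screen read the other way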
# PKA-R1A act: activators of PKA-R1A complex | AID 504707 | P00514+P68181 | activation, % at 11.4 µM | 340,000 tested, 0.083% active | PKA-R1A dissociation, Cy5-IP20 fluorescence polarization; scaled: DMSO 0%, 113 µM cGMP 100%;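 active means percent activation above the mean of all tested compounds plus 3 SD, cut at about 19% in these data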;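 further: higher means more PKAc released from R1A so a rise in polarization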
# Arrestin-AP2 inh: human beta-arrestin and AP2 interaction inhibition. 340,000 tested, 0.31% active. AID 504490. inhibition, % at 10 µM. FITC-arrestin peptide / GST-AP2 beads, flow cytometry; AP2 beta2 appendage carries R879A mutation;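 active means inhibition above a set limit, near 3 SD of compounds lacking own fluorescence, cut at about 54% in these data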;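 further: plate controls were DMSO wells for no effect and 5 µM unlabelled arrestin peptide for full effect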
#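 Measured by: flow cytometry, FL1 (488/535 nm); Material: AP2 appendage R879A on GSH beads; Evaluation: percent response; Timing: pre-incubation 12 min, peptide binding 1 h, room temperature; Also added: 50 nM FITC-arrestin peptide; Medium: PBS with 0.05% Tween 20 and 0.1% BSA.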
# Active calls of the source: *; . = not tested or not shown.
# Screens by letter – A = MOR-DOR ag; B = phage Ecoli inh; C = AddAB inh; D = PfHsp90 yeast 2; E = Mot1-301 SUMO; F = Pemphigus Ab inh; G = Tat transport; H = E coli growth; I = OPRM1-OPRD1 inv; J = PKA-R1A act; K = Arrestin-AP2 inh
CCOC(=O)Cc1nc2nc(C)cc(C)n2n1
  A: -2.5; B: 2.5; C: -0.2; D: -1; E: 2; F: 102; G: 1; H: -0.4; I: 13; J: -1; K: -5
Cc1ccc(C)c(Cn2c(O)c(N=NC(=S)Nc3ccccc3F)c3ccccc32)c1
  A: -2.1; B: 5.2; C: 3.9; D: -14; E: 41; F: 90; G: -1; H: 4.4; I: 10; J: -7; K: -1
CN(C(=O)CSc1nc(N)c2c3c(sc2n1)CSC(C)(C)C3)c1ccccc1
  A: 4.2; B: 1.6; C: 5.1; D: -9; E: 11; F: 104; G: -1; H: -0.8; I: -19; J: -13; K: 2
COc1ccc(-n2c(C)nnc2SCC(=O)Nc2ccccc2F)cc1
  A: -1.0; B: -0.8; C: 5.7; D: -15; E: -13; F: 110; G: -5; H: 1.1; I: 7; J: -12; K: 14
COc1ccc(N=C2NC(=O)C(CC(=O)NCCc3ccc(OC)c(OC)c3)S2)cc1 (stereo unspecified)
  A: -1.6; B: 4.6; C: 2.1; D: 12; E: 223; F: 106; G: -10; H: -3.0; I: 9; J: 3; K: 3
O=C(CNC(=O)c1ccco1)OCN1C(=O)c2ccccc2C1=O
  A: -0.6; B: 0.8; C: 1.4; D: 19; E: -15; F: 105; G: -7; H: 1.0; I: 3; J: -4; K: 3
COc1ccc2c(ccc[n+]2CC(=O)c2ccc(C)cc2)c1
  A: -1.1; B: 3.6; C: 1.0; D: 9; E: -9; F: 103; G: -6; H: -1.3; I: 6; J: 6; K: 3
COc1ccccc1C(=O)C1CCCN(Cc2ccc3c(c2)OCCO3)C1 (stereo unspecified)
  A: -0.8; B: 4.5; C: 2.9; D: -1; E: 1; F: 102; G: -4; H: -2.4; I: 4; J: 3; K: 29
O=C(Cc1c[nH]c2ccccc12)NCc1ccc(Cl)cc1Cl
  A: -0.2; B: 3.7; C: 1.4; D: 11; E: 3; F: 103; G: 1; H: -0.6; I: 1; J: 3; K: 2
COC(=O)CNc1nc(C2CC2)nc2c1nnn2Cc1ccccc1Cl
  A: -0.6; B: 0.2; C: 0.6; D: -13; E: -18; F: 103; G: 1; H: -1.4; I: 3; J: -10; K: -2
Cc1ccccc1N1CCN(C2CCCN(C(=O)c3noc4c3CCCC4)C2)CC1 (stereo unspecified)
  A: -0.3; B: 0.0; C: 0.4; D: -23; E: 7; F: 100; G: 6; H: 1.6; I: 2; J: 1; K: -6
COc1cccc2cc(C(=O)OC3CCN(C)CC3)c(=O)oc12
  A: -1.8; B: -1.4; C: 2.7; D: -21; E: 4; F: 105; G: -3; H: -0.7; I: 11; J: -7; K: -10
COC(=O)c1cc(S(=O)(=O)NCC2CCN(Cc3ccc(Cl)cc3)CC2)cn1C
  A: -1.8; B: 1.9; C: 3.7; D: 2; E: 503; F: .; G: -10; H: 1.0; I: 9; J: 3; K: 0
COCCNC(=O)Cn1cc(C(=O)c2ccco2)c2ccccc21
  A: -0.9; B: 1.6; C: -0.3; D: -16; E: -2; F: 104; G: 2; H: 0.2; I: 4; J: -5; K: 15
CC(C)[C@H]1COCCS(=O)(=O)N1Cc1ccccc1-c1ccc(F)cc1
  A: 3.0; B: 0.9; C: 0.9; D: -9; E: .; F: 97; G: 2; H: -6.6; I: -14; J: -1; K: 2
O=C(NC1CCCCC1)c1ccc(S(=O)(=O)c2ccccc2)cc1
  A: .; B: 4.9; C: 3.1; D: -22; E: 24; F: 96; G: -2; H: -2.7; I: .; J: .; K: 17
CC(=O)N/N=C(/c1ccccc1)C(O)c1ccccc1 (stereo unspecified)
  A: -0.6; B: 0.9; C: .; D: -15; E: 2; F: 114; G: 2; H: .; I: 3; J: 4; K: -4
CCCc1cc(=O)n2[nH]c(C)cc2n1
  A: -1.4; B: 3.7; C: 1.9; D: .; E: 6; F: 83*; G: 4; H: 0.0; I: 6; J: 6; K: -1
Cc1ccc(CCNC(=O)C2CCCN(S(=O)(=O)c3c(C)noc3C)C2)cc1 (stereo unspecified)
  A: -1.5; B: 0.0; C: 0.2; D: -3; E: -5; F: 92; G: -11; H: -0.3; I: 9; J: -6; K: 4
CSc1ccccc1NC(=O)c1ccoc1C
  A: -0.3; B: 3.0; C: 3.2; D: 4; E: -2; F: 101; G: 3; H: 2.7; I: 2; J: 5; K: 5
CC(NC(=O)c1cc(COc2cccc(C(F)(F)F)c2)on1)c1nccs1 (stereo unspecified)
  A: -2.6; B: 3.8; C: -1.1; D: 14; E: 17; F: 101; G: 6; H: -0.7; I: 14; J: 3; K: -10
O=C(c1cc(N2C(=O)C3C4CCC(C4)C3C2=O)ccc1Cl)N1CCN(c2ccc(F)cc2)CC1 (stereo unspecified)
  A: -0.5; B: 2.0; C: 0.5; D: -5; E: 221; F: 98; G: -5; H: 0.9; I: 3; J: -5; K: -15
CC(=O)N[C@H]1C(O)O[C@H](CO)[C@@H](O)[C@@H]1O (stereo partly specified)
  A: -1.4; B: 0.7; C: -4.4; D: -13; E: 108; F: 92; G: 2; H: -3.5; I: 8; J: 7; K: 17
O=C(CCC1COc2ccccc2O1)NC1CCCCC1 (stereo unspecified)
  A: -0.5; B: 0.8; C: 1.5; D: 2; E: 398; F: .; G: 1; H: -1.1; I: 3; J: -1; K: 14
O=C(COc1ccccc1)NCc1ccco1
  A: -1.5; B: 1.2; C: .; D: 28; E: .; F: 115; G: 6; H: .; I: 7; J: 3; K: 19

# Structures listed so far printed as active in Pemphigus Ab inh.
molecule | MOR-DOR ag | phage Ecoli inh | AddAB inh | PfHsp90 yeast 2 | Mot1-301 SUMO | Pemphigus Ab inh | Tat transport | OPRM1-OPRD1 inv | PKA-R1A act | Arrestin-AP2 inh
CCCc1cc(=O)n2[nH]c(C)cc2n1 | -1.4 | 3.7 | 1.9 | . | 6 | 83* | 4 | 6 | 6 | -1

# Additional entries
# Screens by letter – A = MOR-DOR ag; B = phage Ecoli inh; C = AddAB inh; D = PfHsp90 yeast 2; E = Mot1-301 SUMO; F = Pemphigus Ab inh; G = Tat transport; H = E coli growth; I = OPRM1-OPRD1 inv; J = PKA-R1A act; K = Arrestin-AP2 inh
CC1CN(C(=O)CCC(=O)NCCCc2ccccc2)c2ccccc2O1 (stereo unspecified)
  A: -1.7; B: 2.5; C: -0.2; D: 13; E: 16; F: 105; G: -5; H: 0.1; I: 10; J: -4; K: -2
Cc1nc(S(=O)(=O)c2cccc(Cl)c2)nc2c1CCC2
  A: -0.1; B: 0.5; C: -0.3; D: 1; E: -18; F: 103; G: 2; H: 3.0; I: 0; J: 4; K: 21
COc1cc(OC)c(C(=S)N2CCCC2)cc1OC
  A: -1.3; B: 1.8; C: -0.1; D: -1; E: 8; F: 102; G: 3; H: -0.8; I: 6; J: 0; K: 5
O=[N+]([O-])c1cc(-c2cnc3ccccc3n2)ccc1Oc1ccc(F)cc1
  A: -0.8; B: 3.5; C: 1.0; D: -26; E: 0; F: .; G: 1; H: -2.6; I: 4; J: -4; K: 4
Cc1ccc(C(=O)NCCCNc2ccccc2[N+](=O)[O-])cc1
  A: -2.2; B: 2.6; C: 1.9; D: -13; E: 14; F: 99; G: 1; H: 0.0; I: 12; J: 7; K: -12
CCC(C)(C)NC(=O)C(c1ccc(OC)cc1)N(Cc1ccc(OC)cc1)C(=O)CCC(=O)Nc1cc(C)on1 (stereo unspecified)
  A: -2.2; B: -1.2; C: 1.6; D: -1; E: 13; F: 100; G: -2; H: -0.2; I: 14; J: 6; K: 1
O=C(OCC(=O)N1CCCC1)c1cc(Cl)ccc1Cl
  A: -0.6; B: -0.6; C: 1.8; D: -12; E: -8; F: 98; G: 16; H: -1.1; I: 3; J: 7; K: 1
Cc1cc(C)c2nc(-c3ccncc3)cc(C(=O)N3CCN(Cc4ccccc4Cl)CC3)c2c1
  A: -0.2; B: -0.7; C: 1.2; D: -3; E: 4; F: 101; G: 9; H: 2.4; I: 1; J: -2; K: 3
COc1ccc(CNCc2ccc3ccccc3c2)c(OC)c1
  A: 5.4; B: -1.1; C: 1.9; D: -2; E: -22; F: 104; G: -7; H: -0.1; I: -28; J: -10; K: 24
COc1ccc(-n2c(SCC(=O)Nc3ccc(C(=O)O)cc3)nnc2-c2ccccc2)cc1OC
  A: -1.0; B: 2.4; C: -1.7; D: -14; E: 7; F: 96; G: -11; H: 2.2; I: 4; J: 6; K: -10
O=C(CSc1cn(CCNC(=O)c2cccs2)c2ccccc12)NCC1CCCO1 (stereo unspecified)
  A: -1.1; B: 1.6; C: 0.2; D: 11; E: -10; F: 95; G: -2; H: 0.6; I: 6; J: 6; K: -3
CCC(CO)Oc1cc(NCc2ccc(C(=O)O)cc2)c2ncn(C(C)C)c2c1 (stereo unspecified)
  A: -0.1; B: 3.4; C: -3.0; D: 8; E: 0; F: 103; G: 0; H: -0.5; I: 1; J: -10; K: 6
O=C(CN(Cc1ccc(Br)cc1)S(=O)(=O)c1ccccc1)NCc1cccnc1
  A: -2.9; B: 0.1; C: -0.2; D: 8; E: -2; F: 105; G: 7; H: 1.8; I: 15; J: -1; K: 5
NC(=O)c1ccc(NC(=O)CCCN2C(=O)NC3(CCCC3)C2=O)cc1
  A: -3.1; B: 0.5; C: 1.1; D: .; E: -8; F: 82; G: -3; H: -0.2; I: 13; J: 7; K: 11
Cc1cc(C)cc(NC(=O)C2C3C=CC4(O3)C2C(=O)N(CCCN(C)C)C4C(=O)NC2CCCC(C)C2C)c1 (stereo unspecified)
  A: 1.9; B: 2.1; C: 1.8; D: 3; E: 274; F: 109; G: 5; H: -0.4; I: -10; J: 4; K: -5

# Structures above that have two or more sulfur atoms:
# Screens by letter – A = MOR-DOR ag; B = phage Ecoli inh; C = AddAB inh; D = PfHsp90 yeast 2; E = Mot1-301 SUMO; F = Pemphigus Ab inh; G = Tat transport; H = E coli growth; I = OPRM1-OPRD1 inv; J = PKA-R1A act; K = Arrestin-AP2 inh
CN(C(=O)CSc1nc(N)c2c3c(sc2n1)CSC(C)(C)C3)c1ccccc1
  A: 4.2; B: 1.6; C: 5.1; D: -9; E: 11; F: 104; G: -1; H: -0.8; I: -19; J: -13; K: 2
O=C(CSc1cn(CCNC(=O)c2cccs2)c2ccccc12)NCC1CCCO1 (stereo unspecified)
  A: -1.1; B: 1.6; C: 0.2; D: 11; E: -10; F: 95; G: -2; H: 0.6; I: 6; J: 6; K: -3

# 3 compounds already listed, arranged by their value in Arrestin-AP2 inh, falling.
Compound	Arrestin-AP2 inh
CCC(CO)Oc1cc(NCc2ccc(C(=O)O)cc2)c2ncn(C(C)C)c2c1 (stereo unspecified)	6
O=C(CN(Cc1ccc(Br)cc1)S(=O)(=O)c1ccccc1)NCc1cccnc1	5
O=C(OCC(=O)N1CCCC1)c1cc(Cl)ccc1Cl	1
